From PubChem
M5 antag: CHRM5 antagonism in calcium assay; CHO-hM5 cells, Fluo-8 calcium fluorescence, ACh EC80; AID 624040; 360,000 tested, 0.59% active; inhibition, % at 3 µM; P08912;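 active means inhibition above a per-plate cutoff, the mean of that plate's test compounds plus 3 SD, cut at about 27% in these data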;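 further: 0% = acetylcholine EC80 with DMSO and 100% = DMSO without agonist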
CHRM4 agonist: CHRM4 agonism in calcium assay. P08173. CHO-K1 hM4/Gqi5, Fluo-8 calcium fluorescence; vehicle 0%, full acetylcholine response 100%. activation, % at 3 µM. 360,000 tested, 0.14% active;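 active means activation above the run mean over all test wells plus 3 SD, cut at about 32% in these data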;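 further: peak over basal fluorescence ratio per well then scaled between controls; 0% = DMSO wells and 100% = acetylcholine at EC100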
Target sequence (P08173 whole entry, looked up): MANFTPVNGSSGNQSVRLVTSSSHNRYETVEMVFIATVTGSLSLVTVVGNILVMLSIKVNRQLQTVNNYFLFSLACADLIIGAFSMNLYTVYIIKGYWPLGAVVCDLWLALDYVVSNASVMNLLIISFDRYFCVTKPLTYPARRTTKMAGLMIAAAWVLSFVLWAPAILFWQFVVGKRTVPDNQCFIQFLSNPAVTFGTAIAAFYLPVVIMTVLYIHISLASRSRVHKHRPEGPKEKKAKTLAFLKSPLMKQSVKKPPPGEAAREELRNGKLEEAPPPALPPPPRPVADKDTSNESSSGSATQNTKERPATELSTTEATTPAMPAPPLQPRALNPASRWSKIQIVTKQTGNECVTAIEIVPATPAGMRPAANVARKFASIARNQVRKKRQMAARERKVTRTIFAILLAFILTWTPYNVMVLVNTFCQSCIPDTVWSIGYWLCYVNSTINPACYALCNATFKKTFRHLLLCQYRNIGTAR
CRFR2-BP antag: CRF-BP/CRF-R2 complex antagonism; HEK293 CRF-R2/CRF-BP, CRF-induced calcium fluorescence; inhibition, % at 11.8 µM; 350,000 tested, 0.59% active; AID 588475;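 active means inhibition of the ligand-induced calcium signal above about 50% at the single tested concentration, limit read from the data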
CHRM4 antagonist: blocks acetylcholine activation of human M4 receptor | P08173 | CHO-hM4 cells, ACh EC80, Fluo-8 calcium fluorescence | inhibition, % at 3 µM | 360,000 tested, 0.73% active;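 active means inhibition above its plate's cutoff, the mean inhibition of sample wells plus 3 SD, cut at about 27% in these data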;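 further: 0% = acetylcholine EC80 with DMSO and 100% = DMSO without agonist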
M4 PAM: CHRM4 positive allosteric modulation | 360,000 tested, 0.4% active | P08173 | activation, % at 3 µM | CHO-K1 hM4/Gqi5, Fluo-8 calcium fluorescence, ACh EC20; 0% = ACh EC20, 100% = maximal ACh;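 active means activation above its plate's cutoff, the mean activation of sample wells plus 3 SD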; further: some results filed as inactive read as strong as hits
CHRM5 agonist: agonists of human muscarinic M5 receptor (CHRM5); activation, % at 3 µM; AID 624037; 360,000 tested, 0.19% active; P08912; CHO-K1 hM5 cells, Fluo-8 calcium fluorescence; 0% DMSO wells, 100% maximal acetylcholine response;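 active means activation above the run's mean over test compounds plus 3 SD, cut at about 23% in these data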;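 further: signal is peak over basal fluorescence ratio across the kinetic read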
M5 PAM: potentiates acetylcholine response at human M5 receptor; P08912; CHO-K1 hM5, Fluo-8 calcium, ACh EC20 PAM; 0% = ACh EC20, 100% = ACh EC100; activation, % at 3 µM; 360,000 tested, 0.3% active;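 active means activation above the run cutoff, the mean activation of all test compounds plus 3 SD, cut at about 18% in these data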
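Assay system – human M5 receptor in CHO-K1 cells · Read-out – % activation, ACh-normalized · Technique – Fluo-8 calcium fluorescence · Dosing – single-point, 3 µM nominal · Incubation – Fluo-8 loading 80 min at 37 °C plus 30 min room temperature · Repeats – singlicate, one well per test compound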
M1 PAM: potentiates human M1 receptor response to acetylcholine | activation, % at 3 µM | 360,000 tested, 0.088% active | P11229 | CHO-K1 hM1, Fluo-8 calcium fluorescence, ACh EC20; 0% = ACh EC20, 100% = maximal ACh; in the data active means activation above about 19%, passing the limit was not always enough
Target sequence (P11229 whole entry, looked up): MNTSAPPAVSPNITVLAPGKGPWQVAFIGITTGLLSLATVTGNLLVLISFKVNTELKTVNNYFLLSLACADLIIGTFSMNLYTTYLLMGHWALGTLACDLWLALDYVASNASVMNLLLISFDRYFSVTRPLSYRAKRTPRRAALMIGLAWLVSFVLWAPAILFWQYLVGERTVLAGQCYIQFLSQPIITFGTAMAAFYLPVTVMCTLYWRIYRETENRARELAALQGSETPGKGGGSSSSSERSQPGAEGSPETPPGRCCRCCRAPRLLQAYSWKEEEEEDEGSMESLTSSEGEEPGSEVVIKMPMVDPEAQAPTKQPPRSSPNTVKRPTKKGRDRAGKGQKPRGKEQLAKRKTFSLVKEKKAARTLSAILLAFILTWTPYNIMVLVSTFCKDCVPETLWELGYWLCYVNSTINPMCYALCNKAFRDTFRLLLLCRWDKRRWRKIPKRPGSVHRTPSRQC
CRFR2-BP ag: agonists of human CRF-binding protein/CRF-R2 receptor complex | activation, % at 13.2 µM | 350,000 tested, 0.46% active | HEK293 CRF-R2/CRF-BP, calcium dye fluorescence (FLIPR); percent of saturating CRF peptide response;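 active means activation of at least 50%, plus an integration ratio under a set limit after plate pattern correction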;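 further: plate controls were neutral control wells without compound for no effect and CRF at EC100 for full effect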
Active calls of the source: *; / = not tested or not shown. Compounds were not picked by outcome. About 2.6% of those tested had a hit in this group.

SMILES	M5 antag	CHRM4 agonist	CRFR2-BP antag	CHRM4 antagonist	M4 PAM	CHRM5 agonist	M5 PAM	M1 PAM	CRFR2-BP ag
CCCCOc1cccc(C(=O)Nc2ccc(NC(=O)c3cccs3)cc2)c1	14	0	7	-4	-2	-4	-10	1	1.4
OC(COc1cccc2ccccc12)CN1CCN(c2ccccn2)CC1 (configuration not stated)	-6	4	-28	-14	5	-11	-3	-1	1.0
O=C(CSc1nc(-c2ccc(F)cc2)cs1)NCCN1C(=O)CSC1=O	10	2	2	-6	5	-3	-5	0	-5.9
C=CCN(Cc1ccc(Cl)s1)C(=O)CNC(=O)CNC(=O)c1ccc(Cl)cc1Cl	-5	12	-11	-9	-3	-2	3	-1	-2.0
CC(=O)c1c(-c2ccccc2)c2ccccc2[nH]c1=O	7	0	7	6	-3	2	1	1	-0.7
COc1ccc(C2=NN(C(=O)c3cccs3)C(c3ccccc3O)C2)cc1 (configuration not stated)	-3	0	30	0	-4	-1	2	8	1.6
CC(=O)N(c1c(C)n(C)n(-c2ccccc2)c1=O)C1(C(=O)NC2CCCCC2)CCCCC1	2	1	1	6	-2	1	-5	-4	0.3
CCOC(=O)c1ccc(NC(=O)Nc2ccc(F)cc2)cc1	24	13	12	15	-13	5	-18	-15	26
COc1ccc(OC)c(NC(=O)CSc2nnc(C3CCCCC3)n2N)c1	3	1	7	7	-1	2	0	4	-2.2
CCSc1nc2c(cnn2-c2ccc(C)cc2)c(=O)[nH]1	0	-1	-12	-2	2	-1	1	7	-0.5
CCCNC(=O)c1ccc(N2CCC3(CC2)CC(c2cccc(Br)c2)=NO3)c(NC(=O)c2ccco2)c1	19	8	9	24	-11	0	-21	-9	0.2
Cn1nccc1C(=O)N1CCCC(N2CCN(c3cccc(C(F)(F)F)c3)CC2)C1 (configuration not stated)	-1	2	/	-5	-2	-2	9	2	/
CCOC(=O)c1cccc(NC(=O)CCNS(=O)(=O)c2cc(Br)cnc2N)c1	-9	5	-11	-1	-3	-4	8	2	-0.6
CCCc1nnc(NC(=O)CCC(=O)Nc2ccc(Cl)cc2)s1	3	2	-2	4	-5	-4	8	22	0.9
COc1ccc(/C=C/c2c(-c3ccc(OC)cc3)sc3cc(OC)c(OC)cc23)cc1	-10	0	-17	-5	-1	0	-3	3	0.6

Rewritten as comma-separated lines: 3 of the compounds above
structure,M5 antag,CHRM4 agonist,CRFR2-BP antag,CHRM4 antagonist,M4 PAM,CHRM5 agonist,M5 PAM,M1 PAM,CRFR2-BP ag
CCCCOc1cccc(C(=O)Nc2ccc(NC(=O)c3cccs3)cc2)c1,14,0,7,-4,-2,-4,-10,1,1.4
OC(COc1cccc2ccccc12)CN1CCN(c2ccccn2)CC1 (configuration not stated),-6,4,-28,-14,5,-11,-3,-1,1.0
O=C(CSc1nc(-c2ccc(F)cc2)cs1)NCCN1C(=O)CSC1=O,10,2,2,-6,5,-3,-5,0,-5.9

Following part:
SMILES	M5 antag	CHRM4 agonist	CRFR2-BP antag	CHRM4 antagonist	M4 PAM	CHRM5 agonist	M5 PAM	M1 PAM	CRFR2-BP ag
CC(C)(C)OC(=O)NCCNC(=O)c1cccs1	-6	2	-7	4	11	4	4	15	5.5
CCN1CCN(c2cc(-c3ccccc3)nc3cc(-c4cccc(F)c4)nn23)CC1	-10	10	-9	-7	4	1	-6	3	0.9
O=C(Nc1ccncc1)c1cc(S(=O)(=O)N2CCCC2)ccc1Cl	-3	4	9	-8	16	2	-1	8	-0.5
CCOC(=O)C1CN(S(=O)(=O)c2ccccc2)C1	3	0	18	-1	7	0	2	3	-3.2
O=C(COC(=O)CCc1ccc(S(=O)(=O)N2CCOCC2)cc1)Nc1cccc(Cl)c1	5	9	-6	2	-6	5	0	-1	-0.4
CC(C)CC(N)c1csc(Nc2ccc(C(=O)N(C)Cc3ccccc3)cn2)n1 (configuration not stated)	4	3	/	8	-4	-1	0	3	/
CCNC(=O)N1c2ccccc2Sc2ccccc21	-5	0	8	0	-3	-8	2	-4	0.2
O=C1OC[C@@H]2CCCN2C(=O)[C@@H](CC(=O)N(CCO)Cc2ccccc2)C/C=C\CC[C@H]1Cc1ccc(F)cc1	9	17	9	13	0	0	-10	-8	-2.6
O=C(OCC(=O)N1CCN(c2ccccc2)CC1)c1cccc([N+](=O)[O-])c1	1	1	13	-11	12	-2	6	6	-1.6
CC1CCCCC1NC(=O)COC(=O)c1ccc2c(c1)NC(=O)CS2 (configuration not stated)	11	4	-7	-3	2	2	-4	10	-1.4
COc1ccc(-c2nc3ccc(Cl)cn3c2CC(C)(C)C)cc1OC	-5	1	/	-7	-5	-5	0	-5	/
O=C(NCc1ccc(F)cc1)C1CCN(S(=O)(=O)c2cccc3nonc23)CC1	5	5	20	-5	-2	-4	-3	5	0.0
O=c1c(-c2ccco2)[n+]([O-])c2ccccc2n1OCc1ccccc1[N+](=O)[O-]	3	2	-4	-6	3	-3	-6	5	1.5
CC1(C)CC(=O)C/C(=N/NC(=O)COc2ccc3ccccc3c2Br)C1	11	4	-2	4	1	-3	-3	5	-0.3
O=C(Nc1nc2ccc(Cl)cc2s1)[C@@H]1CCCN1C(=O)c1cccs1	6	2	-35	2	3	-2	-1	5	0.2
O=C(c1ccc(Cl)c([N+](=O)[O-])c1)N1CCN(c2ccccc2)CC1	10	2	-11	-5	5	1	-7	-2	1.3
COc1ccc(C2CC(c3ccc(Cl)cc3Cl)Nc3nc(N)nn32)cc1OC (configuration not stated)	0	2	-14	7	-6	4	-2	5	1.0
COc1ccccc1C1CC(c2ccc(NS(C)(=O)=O)cc2)=NN1C(=O)c1ccccc1 (configuration not stated)	4	0	3	8	-6	-3	-6	-3	1.9
CCn1c(SCC(=O)Nc2ccc3c(c2)OCO3)nnc1C1CC1	3	0	6	2	0	-4	-3	8	1.8
Nc1ccn([C@@H]2O[C@H](C(=O)NCC(F)(F)F)[C@@H](O)[C@H]2O)c(=O)n1	1	1	/	-9	1	1	3	8	/
O=C(COc1ccc(Cl)cc1)NCc1ccc(F)cc1	1	0	4	-3	0	-5	12	6	-1.4
COc1ccc(CC(=O)Nc2ccc3nc(SC)sc3c2)cc1OC	11	1	0	2	-5	-5	2	-11	3.5
O=c1[nH]cnc2sc(-c3ccccc3)cc12	0	5	10	-20	11	-1	-5	7	-0.6
CCOc1ccc(S(=O)(=O)n2ccc(C)n2)c2ccccc12	0	1	55*	3	5	-6	-3	-1	-2.0
Cn1c(C(=O)N2CCCC(Nc3ccc(F)cc3)C2)cc2ccccc21 (configuration not stated)	10	3	3	-2	6	-1	-1	12	2.4
CC1(C(=O)Nc2ccc(Cl)cc2)Cc2c(-c3ccc4c(c3)OCO4)ccnc2O1 (configuration not stated)	1	0	/	-6	0	-1	-4	1	/
COC(=O)C1(C)NC(c2ccc(C)cc2)C2C(=O)N(c3ccc(F)cc3)C(=O)C21 (configuration not stated)	-7	0	-13	-19	5	-5	1	6	2.3
CCOC(=O)c1c(NC(=O)CSc2nnc(Cc3csc(N)n3)n2C)sc(C)c1C	5	-2	8	-8	19	-1	1	2	-1.6
Cc1cc(-c2nnc(SCC(=O)Nc3cccc(F)c3)n2N)n[nH]1	-5	1	-6	0	7	-1	12	10	-0.3
Cc1ccc(CN2C3=NC(=O)CN3c3ccccc32)cc1	-2	0	0	2	-5	0	4	14	0.6
CCc1nnc(NC(=O)c2ccc(OCc3c(C)noc3C)c(OC)c2)s1	3	1	-17	0	3	-1	1	6	0.5
O=C(Nc1nccc(-c2cccs2)n1)c1cccs1	4	3	-32	1	1	2	-4	-3	-0.8
COc1ccc(C2C(C(=O)c3ccc(C)o3)=C(O)C(=O)N2Cc2cccnc2)cc1 (configuration not stated)	10	1	-2	4	-5	-3	-2	-5	1.0
COc1cc(Cn2c(-c3nonc3N)nc3ccccc32)ccc1C	-10	-1	14	-13	-3	-4	7	2	2.6
CC(=O)c1cccc(NC(=O)c2ccc(C)o2)c1	10	1	-3	10	-1	0	-3	0	-0.1
COCCCn1c(SCC(=O)NC2CCCC2)nnc1-c1ccncc1	18	2	-3	11	-5	-3	-2	3	1.6
COc1cccc(OC)c1C(=O)NC(=S)Nc1ccc2oc(-c3ccncc3)nc2c1	-9	1	-11	-11	3	0	-9	5	7.0
CCOC(=O)C(=O)/C(=C\N(C)C)c1onc(-c2c(F)cccc2Cl)c1C(=O)OC	0	1	8	9	2	-2	6	2	0.6
CC(NC(=O)Nc1ccccc1O)(C(F)(F)F)C(F)(F)F	0	2	13	-2	1	-1	3	0	-2.9
CN1C(=S)SC(C)(C)C1NO (configuration not stated)	-3	0	-7	-4	2	0	6	5	3.3
Cc1ccc([N+](=O)[O-])c2c1C(N1CC(C)OC(C)C1)C(C)(C)O2 (configuration not stated)	2	-1	10	8	-8	-8	-2	16	-0.9
CN(C)S(=O)(=O)c1ccc(NC(=O)COC(=O)Cn2[nH]c(=O)c3ccccc3c2=O)cc1	12	1	4	-1	19	-3	-2	7	-2.8
COc1cccc(-c2noc(CCC(=O)NC3CCCCC3)n2)c1	4	2	21	-8	7	1	-4	6	-2.1
Nc1nc(=S)c2ncn(C3OC(CO)CC3O)c2[nH]1 (configuration not stated)	9	0	-9	1	4	3	-2	7	-0.7
CC(C)CNc1ncnc2c1ncn2[C@H]1CN(Cc2ccco2)C[C@@H](CO)O1	-5	1	/	-10	11	1	2	0	/

CRFR2-BP antag, what is marked active above
canonical_smiles	M5 antag	CHRM4 agonist	CRFR2-BP antag	CHRM4 antagonist	M4 PAM	CHRM5 agonist	M1 PAM	CRFR2-BP ag
CCOc1ccc(S(=O)(=O)n2ccc(C)n2)c2ccccc12	0	1	55*	3	5	-6	-1	-2.0

Continued:
SMILES	M5 antag	CHRM4 agonist	CRFR2-BP antag	CHRM4 antagonist	M4 PAM	CHRM5 agonist	M5 PAM	M1 PAM	CRFR2-BP ag
CN(Cc1ccccc1)Cc1ccccc1C(O)c1ccccc1 (configuration not stated)	-4	0	1	-16	-3	-7	4	-1	0.4
CC1(C)CC(=O)C=C(NCc2cccc(C(F)(F)F)c2)C1	0	1	7	-2	2	-1	-6	-2	-0.5
CC(C(=O)NCc1ccco1)n1nc(-c2ccccc2)c2cc(Cl)ccc21 (configuration not stated)	2	0	-4	-2	5	-2	-2	18	1.0
O=C(NCc1cccs1)c1cnc(Cl)c(Cl)c1	5	3	13	-10	9	2	1	9	-0.1
CC1CCN(C(=O)c2[nH]cnc2C(=O)NCC(=O)OCc2ccccc2)CC1	11	20	9	4	-1	4	-21	-12	-1.2
Cn1c(SCC(=O)Nc2nnc(-c3ccccc3)o2)nnc1C1CC1	0	0	-7	-4	6	0	2	10	0.5
CC(C(=O)Nc1nc2ccccc2s1)n1cc([N+](=O)[O-])cn1 (configuration not stated)	4	15	-32	-2	6	14	4	4	7.3
CN1CCN(C2CCCCCC2)CC1	-4	0	-11	16	-2	-2	3	8	6.8
Cc1cc(CSc2ccccc2)ccc1NC(=O)COc1ccccc1C	-4	0	-4	0	2	-1	0	4	-2.0
CCOC(=O)c1cnn(-c2nc(SC)nc3sc4c(c23)CCCC4)c1N	0	4	-28	-1	-7	0	9	-2	-1.0
CSC1=NCCN1C(=O)c1c(F)cccc1Cl	1	2	0	-3	-1	-1	0	6	0.1
COc1cc2c(cc1OC)C(C)N(C(=O)c1ccc(Br)o1)CC2 (configuration not stated)	12	3	36	7	-5	1	-10	8	-4.4
O=[N+]([O-])c1ccc(Cl)c(S(=O)(=O)Nc2cccc(-c3ccc(N4CCOCC4)nn3)c2)c1	3	4	1	-22	20	-2	6	6	-1.6
